Source: PubChem
CHO-K1 Ca ag = M1 agonist counterscreen hit in parental CHO-K1 cells; Fluo-8 calcium fluorescence; scaled to maximal ATP response, vehicle zero; activation, % at 3 µM; 0.48% of 360,000 active; in the data active means activation above about 15%;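 further: untransfected CHO-K1 host cells lacking M1 receptor as counterscreen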
OXTR potentiate = human OXTR potentiation | P30559 | CHO-OTR cells, Fluo-8 calcium fluorescence, potentiator mode; 0% = oxytocin EC15, 100% = EC100 | activation, % at 3 µM | 0.061% of 320,000 active | AID 2445;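 active means activation above that plate's cutoff, the mean activation of tested compounds plus 3 SD, cut at about 6.6% in these data, passing the limit was not always enough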;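 further: 100% uses oxytocin at 75 nM as the full agonist control; some results filed as inactive read as strong as hits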
Target sequence (P30559 whole entry, looked up): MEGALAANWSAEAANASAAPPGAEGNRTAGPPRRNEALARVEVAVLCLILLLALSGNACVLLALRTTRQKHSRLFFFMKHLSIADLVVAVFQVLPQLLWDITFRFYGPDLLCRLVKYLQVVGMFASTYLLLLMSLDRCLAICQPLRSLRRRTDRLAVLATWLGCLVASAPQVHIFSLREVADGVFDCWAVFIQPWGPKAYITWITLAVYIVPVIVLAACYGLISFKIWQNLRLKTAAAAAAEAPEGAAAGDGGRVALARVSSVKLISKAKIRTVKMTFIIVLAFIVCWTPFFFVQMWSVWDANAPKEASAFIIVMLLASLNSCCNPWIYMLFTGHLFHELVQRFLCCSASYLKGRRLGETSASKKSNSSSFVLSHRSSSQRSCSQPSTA
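Dosing: Single dose, 3.0 µM nominal final compound concentration | Material: Human OTR in CHO cells | Technique: Kinetic Fluo-8 calcium fluorescence | Benchmarks: EC15 oxytocin alone as 0%, 75 nM oxytocin as 100% | Probe or stimulus: Oxytocin at about EC15, sub-maximal agonist stimulus | Incubation: Compound 6 min at room temperature before oxytocin, 100 s read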
M1 ag = human M1 muscarinic receptor agonism | P11229 | CHO-K1 hM1, Fluo-8 calcium fluorescence, agonist mode; 0% DMSO, 100% acetylcholine EC100 | activation, % at 3 µM | 0.33% of 360,000 active | AID 588814;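 active means activation above the run's mean compound activation plus 3 SD, cut at about 16% in these data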;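 further: peak over basal fluorescence ratio within a 140 s kinetic read after compound addition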
Target sequence (P11229 whole entry, looked up): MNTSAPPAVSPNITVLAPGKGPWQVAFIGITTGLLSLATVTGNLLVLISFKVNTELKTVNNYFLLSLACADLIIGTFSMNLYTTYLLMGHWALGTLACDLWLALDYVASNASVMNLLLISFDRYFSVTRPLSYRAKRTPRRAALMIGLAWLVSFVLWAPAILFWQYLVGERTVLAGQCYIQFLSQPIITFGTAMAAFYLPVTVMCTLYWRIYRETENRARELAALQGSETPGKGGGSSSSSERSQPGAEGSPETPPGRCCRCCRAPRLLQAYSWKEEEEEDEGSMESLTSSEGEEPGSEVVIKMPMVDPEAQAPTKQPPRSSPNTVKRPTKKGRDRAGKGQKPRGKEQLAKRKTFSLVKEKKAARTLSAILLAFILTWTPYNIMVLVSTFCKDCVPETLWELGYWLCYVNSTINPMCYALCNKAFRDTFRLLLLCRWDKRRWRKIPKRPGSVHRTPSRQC
CHRM4 antagonist = antagonists of human muscarinic M4 receptor (CHRM4); 0.73% of 360,000 active; CHO-hM4 cells, ACh EC80, Fluo-8 calcium fluorescence; P08173; inhibition, % at 3 µM;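 active means inhibition above its plate's cutoff, the mean inhibition of sample wells plus 3 SD, cut at about 27% in these data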;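 further: 0% = acetylcholine EC80 with DMSO and 100% = DMSO without agonist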
CHO-K1 Ca antag = M1 antagonist counterscreen hit in parental CHO-K1 cells. ATP-induced calcium, Fluo-8 fluorescence. inhibition, % at 3 µM. 0.6% of 360,000 active;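 active means inhibition above a per-plate cutoff, the plate's mean sample inhibition plus 3 SD, cut at about 24% in these data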;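 further: 0% = DMSO plus EC80 ATP and 100% = DMSO alone without ATP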
M4 ag = CHRM4 agonism in calcium assay; CHO-K1 hM4/Gqi5, Fluo-8 calcium fluorescence; vehicle 0%, full acetylcholine response 100%; activation, % at 3 µM; 0.14% of 360,000 active; AID 624127;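 active means activation above the run mean over all test wells plus 3 SD, cut at about 32% in these data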;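 further: peak over basal fluorescence ratio per well then scaled between controls; 0% = DMSO wells and 100% = acetylcholine at EC100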
CHO parental Ca = counter-screen for OX1R antagonists: effect in parental CHO cells. inhibition, % at 5.6 µM. parental CHO-K1, ATP-induced calcium, Fluo-8 fluorescence. 0.63% of 330,000 active;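 active means inhibition above that plate's mean sample inhibition plus 3 SD, cut at about 26% in these data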;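 further: 0% = ATP-challenged DMSO wells and 100% = DMSO wells without ATP; some compounds past the cut are filed as inactive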
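Assay system: untransfected parental CHO cell line. Also added: ATP agonist challenge. Dosing: one dose, 5.6 µM nominal. Measured by: Fluo-8 fluorescence. Read-out: % inhibition. Benchmarks: ATP wells versus no-ATP DMSO wells. Repeats: no replicates.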
CHRM1 antagonist = blocks human M1 muscarinic receptor; P11229; CHO-K1 hM1, Fluo-8 calcium fluorescence, ACh EC80 antagonist; inhibition, % at 3 µM; 1.3% of 360,000 active;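 active means percent inhibition above its own plate's cutoff, namely the mean of that plate's compound wells plus 3 SD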;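 further: peak over basal fluorescence ratio during 140 s after agonist addition; 0% = ACh EC80 plus DMSO and 100% = DMSO alone without agonist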
CHRM1 PAM = human CHRM1 positive allosteric modulation | activation, % at 3 µM | P11229 | 0.088% of 360,000 active | CHO-K1 hM1, Fluo-8 calcium fluorescence, ACh EC20; 0% = ACh EC20, 100% = maximal ACh; in the data active means activation above about 19%, passing the limit was not always enough
Active calls of the source: *; . = not tested or not shown.

SMILES	CHO-K1 Ca ag	OXTR potentiate	M1 ag	CHRM4 antagonist	CHO-K1 Ca antag	M4 ag	CHO parental Ca	CHRM1 antagonist	CHRM1 PAM
CC(NCc1cccn1C)c1ccccc1 (stereo not drawn)	1.0	-6	-7	-3	-15	1	-5	-7	4
COc1ccc(-n2cnnc2SCC(=O)c2cc(C)n(Cc3cccs3)c2C)cc1	0.2	-5	-2	-2	1	3	-18	-12	-4
CC(C)(C)c1nc2ccccc2c2nnc(SCC(=O)Nc3nc4ccccc4s3)n12	0.7	-1	6	-4	-19	1	-3	-32	8
C/C(=N/OC(=O)c1cccc(Cl)c1)c1nccs1	0.7	-2	-3	1	11	0	-8	2	2
Cc1cc(Cl)ccc1Oc1ncc(CN2CCN(c3ccccc3)CC2)s1	0.1	-12	-1	2	-4	-1	-24	-10	-2
CC(CN1CCOCC1)OC(=O)CCc1ccccc1 (stereo not drawn)	0.9	-10	-4	1	10	1	-4	-2	2
CCN(CC)S(=O)(=O)c1ccc(OC)c(NC(=O)CC2CCCC2)c1	0.7	-10	-3	8	-18	0	-14	-15	11
CCOc1ccc(CCNC(=O)CCc2nc3ccccc3[nH]2)cc1OCC	0.4	1	-6	4	0	1	-19	19	-3
O=[N+]([O-])c1ccc(Cl)c(CN2CCC(O)CC2)c1	0.1	-1	-7	1	-14	0	-6	-3	5
COc1ccc(NC(=O)N(C)[C@H]2C[C@H]3c4[nH]c5ccccc5c4CCN3C(=O)[C@H]2[C@H](C)O)cc1	0.2	.	-4	-29	-7	2	.	-6	4
O=C(NCc1ccncc1)c1ccc(Cl)c(S(=O)(=O)N2CCCCC2)c1	-0.2	-11	-13	-7	-4	2	-16	6	-14
CCCOc1ccc(/C=N/NC(=O)CN2CCCCC2)cc1OCC	-0.3	2	-3	-5	-4	1	-3	-19	17
Nc1nc(-c2ccc3c(c2)CCCC3)c(CC(=O)O)s1	-0.1	.	-3	29*	-13	1	.	-10	6
COc1cc(C(C(=O)NC(C)(C)C)N(Cc2ccccc2)C(=O)c2cnccn2)cc(OC)c1OC (stereo not drawn)	2.4	-10	-5	-9	-16	4	-17	-3	6
COc1ccc(-n2c(C)cc(/C=N/Nc3nc(N4CCOCC4)nc(N4CCOCC4)n3)c2C)cc1	2.8	-1	-6	2	-7	5	-20	21	-11
CC(=O)Nc1ccc([N+](=O)[O-])cn1	0.1	-2	-2	10	-10	0	-7	-27	-1
CCOCC(=O)Nc1nnc(C)s1	0.7	-7	-1	2	-18	0	-2	-2	6
CCOC(=O)C1=C(COC(=O)[C@@H]2CCCN2S(=O)(=O)c2ccc(C)cc2)NC(=O)NC1C (stereo partly drawn)	0.8	-3	-2	7	-1	3	-11	-13	13
COc1ccc(-n2nnc3c(SC(C(C)=O)C(=O)N(C)C)ncnc32)cc1 (stereo not drawn)	1.1	-4	-3	11	2	0	-7	-9	8
CCN(CC)c1ccc(NC(=O)c2[nH]c(C)c(C(C)=O)c2C)c(C)c1	-0.1	2	-1	5	19	1	-11	1	-9
CCOc1ccc(CCNc2nc3ccc(C)cc3n3cnnc23)cc1OCC	0.6	-2	-2	-4	-6	2	-28	-8	7
COc1ccc(OCC(O)CNC(=O)c2ccccc2)cc1 (stereo not drawn)	0.2	-5	-2	-2	-1	0	-6	-6	6
CCSc1nnc(-c2ccccc2NC(C)=O)c(=O)[nH]1	0.1	-7	-2	5	0	0	8	-11	8
CCCN(CCC)Cc1cc(=O)oc2cc(OC)c(Cl)cc12	0.3	.	-7	-9	0	-2	.	-8	4
O=C(O)c1ccccc1Nc1ccccc1	0.1	-3	-4	15	0	0	-8	-18	3
Carrying on.
SMILES	CHO-K1 Ca ag	OXTR potentiate	M1 ag	CHRM4 antagonist	CHO-K1 Ca antag	M4 ag	CHO parental Ca	CHRM1 antagonist	CHRM1 PAM
COc1ccc(OCC(=O)Nc2ccc(C(=O)Nc3ccccc3C(=O)O)cc2)cc1	0.9	2	-4	6	-2	-2	-5	5	7
COc1ccccc1N(CC(=O)N1CCCCCC1)S(C)(=O)=O	1.5	-15	-10	1	-20	2	1	-3	7
Cc1ccc(N2C(=O)CS(=O)(=O)CC2=O)cc1	0.7	-3	-4	0	-5	0	-10	-8	6
Cc1cccnc1NC(=O)C1CC(=O)N(c2ccc3c(c2)OCCO3)C1 (stereo not drawn)	0.2	-2	0	-3	8	2	-20	-7	10
O=C(Nc1ccncc1)c1ccc2c(c1)OCCO2	2.9	-9	0	6	-8	4	-13	-2	4
COc1ccc(-c2c(-c3ccccc3OC)sc3ccccc23)cc1	-0.5	-4	-5	-23	-4	1	-22	-1	2
C[C@@H]1CN([C@H](C)CO)C(=O)c2cc(Br)cnc2O[C@@H]1CN(C)C(=O)c1ccccc1	1.8	.	-2	1	3	1	.	-7	3
COc1ccc(S(=O)(=O)NCc2csc(C)n2)cc1OC	1.7	-1	-3	-6	-1	4	3	-13	7
c1ccc(CSc2ncnc3c2ncn3C2CCCCO2)cc1 (stereo not drawn)	0.0	.	2	-13	-5	4	.	-23	6
Cn1nc(C(F)(F)F)c(/C=N/OC(=O)c2ccccc2)c1SCc1ccc(Cl)cc1	0.7	-18	-7	10	-6	0	-12	-2	-4
COc1ccc(C(=O)C(OC(=O)c2ccc(C)c(NC(C)=O)c2)c2ccccc2)cc1 (stereo not drawn)	0.5	-9	0	-5	2	2	-12	-3	7
COc1ccc(-c2noc(CCCC(=O)NC3CCCC3)n2)cc1	14	-11	-1	-21	4	16	14	10	-13
COc1ccc(S(=O)(=O)Nc2ccccc2C(=O)NC2CC2)cc1NC(C)=O	0.9	0	-3	-3	-23	3	-10	6	2
Cc1onc(-c2ccccc2)c1C(=O)N/N=C/c1cc(Br)c(Br)o1	4.9	-8	-2	1	-3	4	-6	-2	-4
CCN(CC(=O)Nc1ccc2c(c1)OCCO2)C(=O)C(C)Oc1ccc(Cl)cc1 (stereo not drawn)	0.6	-7	-4	-7	13	7	-33	-5	2
CC1(Oc2ccc(CC#N)cc2)CCN(Cc2ccc(-n3ccnc3)cc2)C1 (stereo not drawn)	-0.1	.	-9	0	-2	0	.	7	-12
COC(=O)CN1C(=O)[C@H]2[C@@H](c3ccc(C)o3)N3C(=O)CN(CCO)C(=O)[C@@]3(Cc3ccccc3)[C@H]2C1=O	0.4	6	-3	1	-13	2	-13	-8	11
CCOC(=O)CC(=O)CSc1ncnc2c1nnn2-c1ccc(OC)cc1	3.0	-13	-3	1	-19	3	-12	1	3
Fc1ccc(COc2ccccc2C(=S)N2CCCC2)cc1	8.5	-7	-11	23	7	-2	-13	10	-21
CN(C)/C=N/c1ncc(-c2ncc(C(F)(F)F)cc2Cl)cn1	3.4	-1	-6	-2	-6	9	-5	5	-12
O=C1c2ccccc2C(=O)N1CCCc1cn(C[C@H]2CC[C@@H]([C@@H]3CC[C@H](Cn4cc(CCCN5C(=O)c6ccccc6C5=O)nn4)O3)O2)nn1	0.5	-1	-4	-2	1	14	-25	8	-9
C/C(=N\NS(C)(=O)=O)c1ccc(C)cc1	0.2	-17	0	-2	-8	0	-2	-11	5
CC(=O)c1cc(CN2CCC(n3nccc3NC(=O)c3ccccc3Cl)CC2)cs1	0.7	-6	-4	0	7	4	-15	11	-1
Cc1cccc(NC(=O)CN2C(=O)N/C(=C/c3ccc(C)o3)C2=O)c1	0.0	0	-5	4	6	1	-5	-5	0
c1ccc(-c2ccc(Oc3cc(N4CCOCC4)nc(-c4ccccc4)n3)cc2)cc1	1.5	4	-5	-17	-17	-1	-4	-11	7

Reformatted as labelled records: entries from further up.
O=C(Nc1ccncc1)c1ccc2c(c1)OCCO2
  CHO-K1 Ca ag = 2.9	OXTR potentiate = -9	M1 ag = 0	CHRM4 antagonist = 6	CHO-K1 Ca antag = -8	M4 ag = 4	CHO parental Ca = -13	CHRM1 antagonist = -2	CHRM1 PAM = 4

COc1ccc(S(=O)(=O)Nc2ccccc2C(=O)NC2CC2)cc1NC(C)=O
  CHO-K1 Ca ag = 0.9	OXTR potentiate = 0	M1 ag = -3	CHRM4 antagonist = -3	CHO-K1 Ca antag = -23	M4 ag = 3	CHO parental Ca = -10	CHRM1 antagonist = 6	CHRM1 PAM = 2

New compounds follow.
SMILES	CHO-K1 Ca ag	OXTR potentiate	M1 ag	CHRM4 antagonist	CHO-K1 Ca antag	M4 ag	CHO parental Ca	CHRM1 antagonist	CHRM1 PAM
COc1ccc(CC(=O)N2CCOCC2)cc1OC	0.4	3	-3	2	-10	1	-13	-11	9
Cc1ccc(CNCC2CCCO2)o1 (stereo not drawn)	0.0	-13	-4	-2	-19	0	5	4	3
CC(C)(C)NC(=O)CN(C(=O)c1ccc(CN2CCOCC2)o1)c1ccc2c(c1)OCCO2	0.1	-10	-4	13	5	0	-8	16	-6
CN1CCN(CCCCOc2ccc(Br)cc2)CC1	1.9	0	-9	-9	-19	5	-9	-4	-2
Cc1cc(C)cc(Cn2cc(CN3CC(N4CCN(C)CC4)CS3(=O)=O)nn2)c1 (stereo not drawn)	0.9	.	.	1	-10	0	.	.	.
N#Cc1ccccc1Cn1c(=O)n(CCCC(=O)NCc2ccc3c(c2)OCO3)c(=O)c2ccccc21	1.2	-3	-6	-6	-9	1	8	-5	3
CC(C)C(=O)NNS(=O)(=O)c1ccccc1	3.3	-6	-5	2	2	16	0	10	-15
O=C(CSc1ccccn1)Nc1ccc2[nH]c(=O)[nH]c2c1	-0.1	-1	-1	4	-12	0	1	6	2
OCCC1CN(Cc2ccccc2O)CCN1CCCc1ccccc1 (stereo not drawn)	0.5	-5	-9	-3	-1	2	-16	-5	4
CC(c1ccccc1)N(CCC(c1ccccc1)C1CCOC(C)(C)C1)C(=O)c1ccco1 (stereo not drawn)	2.6	-4	-6	-5	-1	4	-33	5	-6

By substructure: the entries above with a Cl atom.
SMILES	CHO-K1 Ca ag	OXTR potentiate	M1 ag	CHRM4 antagonist	CHO-K1 Ca antag	M4 ag	CHO parental Ca	CHRM1 antagonist	CHRM1 PAM
C/C(=N/OC(=O)c1cccc(Cl)c1)c1nccs1	0.7	-2	-3	1	11	0	-8	2	2
Cc1cc(Cl)ccc1Oc1ncc(CN2CCN(c3ccccc3)CC2)s1	0.1	-12	-1	2	-4	-1	-24	-10	-2
O=[N+]([O-])c1ccc(Cl)c(CN2CCC(O)CC2)c1	0.1	-1	-7	1	-14	0	-6	-3	5
O=C(NCc1ccncc1)c1ccc(Cl)c(S(=O)(=O)N2CCCCC2)c1	-0.2	-11	-13	-7	-4	2	-16	6	-14
CCCN(CCC)Cc1cc(=O)oc2cc(OC)c(Cl)cc12	0.3	.	-7	-9	0	-2	.	-8	4
Cn1nc(C(F)(F)F)c(/C=N/OC(=O)c2ccccc2)c1SCc1ccc(Cl)cc1	0.7	-18	-7	10	-6	0	-12	-2	-4
CCN(CC(=O)Nc1ccc2c(c1)OCCO2)C(=O)C(C)Oc1ccc(Cl)cc1 (stereo not drawn)	0.6	-7	-4	-7	13	7	-33	-5	2
CN(C)/C=N/c1ncc(-c2ncc(C(F)(F)F)cc2Cl)cn1	3.4	-1	-6	-2	-6	9	-5	5	-12
CC(=O)c1cc(CN2CCC(n3nccc3NC(=O)c3ccccc3Cl)CC2)cs1	0.7	-6	-4	0	7	4	-15	11	-1

Compounds as they come (roughly 2.9% active in at least one column).
